TrxR1 substrate: is turned over as a substrate by rat TrxR1 | O89049 | purified TrxR1 substrate turnover, NADPH consumption readout | Potency, µM (titrated, usually from 114 µM), for the others: top-dose activity change, negative = substrate turnover | 390,000 compounds, 0.01% hits | AID 588456; note: potency is the fitted concentration of half-maximal effect; % is set by controls: 0 for no effect and ±100 for the full control effect; nearly all actives have a fitted effect of over 50% in size
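Rat TrxR1, dispensed at 90 nM, was prereduced with 400 uM NADPH (final) for 5 min at ~22 deg C, then incubated with compound 15 min before 400 uM selenite. A first-read NADPH fluorescence drop versus no-compound background flagged substrates.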
USP1 inh: inhibitors of human USP1/UAF1 deubiquitinase; AID 743255; O94782; recombinant USP1/UAF1, Ub-Rhodamine cleavage fluorescence; 390,000 compounds, 0.23% hits; Potency, µM (top dose mostly 57.1 µM), for the others: top-dose activity change, negative = inhibition, most hits filed as inhibitors; note: potency is the fitted concentration of half-maximal effect; % is set by controls: 0 for no effect and ±100 for the full control effect; nearly all actives have a fitted effect of over 60% in size; inactives centre near -12
Target sequence (O94782 whole entry, looked up): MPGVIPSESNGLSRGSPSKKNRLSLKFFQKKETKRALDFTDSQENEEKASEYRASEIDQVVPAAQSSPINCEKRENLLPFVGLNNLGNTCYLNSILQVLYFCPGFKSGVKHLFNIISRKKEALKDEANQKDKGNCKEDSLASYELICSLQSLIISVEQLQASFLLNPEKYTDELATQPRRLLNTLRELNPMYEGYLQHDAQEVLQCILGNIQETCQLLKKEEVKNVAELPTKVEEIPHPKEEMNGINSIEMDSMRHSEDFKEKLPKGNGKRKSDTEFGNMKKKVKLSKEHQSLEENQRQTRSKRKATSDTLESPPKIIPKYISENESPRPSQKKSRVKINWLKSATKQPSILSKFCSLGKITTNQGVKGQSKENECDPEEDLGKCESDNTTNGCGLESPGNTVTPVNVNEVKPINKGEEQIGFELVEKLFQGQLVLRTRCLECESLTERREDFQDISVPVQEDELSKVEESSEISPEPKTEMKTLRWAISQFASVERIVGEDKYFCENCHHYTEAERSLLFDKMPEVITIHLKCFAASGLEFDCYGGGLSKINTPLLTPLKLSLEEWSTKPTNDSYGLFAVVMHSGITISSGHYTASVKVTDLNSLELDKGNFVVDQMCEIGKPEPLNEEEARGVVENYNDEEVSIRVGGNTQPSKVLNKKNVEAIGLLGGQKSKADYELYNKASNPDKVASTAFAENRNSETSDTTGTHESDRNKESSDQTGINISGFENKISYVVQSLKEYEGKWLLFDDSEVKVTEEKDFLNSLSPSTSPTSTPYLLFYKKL
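Step one: compound is pinned into 1nM USP1/UAF1 in HEPES pH 7.8 buffer with TCEP. Step two: 15 min room-temperature incubation. Step three: Ub-Rho (150nM final) starts cleavage, tracked by fluorescence over six one-minute reads.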
D2 agonist: agonists of human D2 dopamine receptor. P14416. HEK293 T-REx D2 cells, calcium flux agonist mode. activation, % at 2 µM. 340,000 compounds, 0.53% hits. AID 485358;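 active = activation over 3 SD above normal in the single-dose calcium agonist read, cut at about 30% in these data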; note: 0% is about no effect
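Tetracycline-induced HEK293 T-REx cells with force-coupled D2 receptor, plated overnight at 30 C, loaded with no-wash calcium dye. After a 10 s baseline, compound was pin-added and calcium flux read kinetically for 180 s; calcium rises flagged agonists.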
Pin1 inh: inhibitors of human Pin1; Q13526; Pin1 FP peptide displacement, HiFluor488, 10 min; Potency, µM (top dose mostly 115 µM), without a hit: top-dose activity, negative = inhibition, most hits filed as inhibitors; 390,000 compounds, 0.009% hits; active = well fitted inhibition curve with a large enough effect in the polarisation, with a control signal flat, not every such curve was filed as active; inconclusive = small, poorly fitted or top-dose-only effect, or effect the other way, or a change in a side signal; inactive = no such curve, though single readings can be large or run the other way; the % refers to the polarisation; note: potency is the fitted concentration of half-maximal effect; % is set by controls: 0 for no effect and ±100 for the full control effect
Target sequence (Q13526 whole entry, looked up): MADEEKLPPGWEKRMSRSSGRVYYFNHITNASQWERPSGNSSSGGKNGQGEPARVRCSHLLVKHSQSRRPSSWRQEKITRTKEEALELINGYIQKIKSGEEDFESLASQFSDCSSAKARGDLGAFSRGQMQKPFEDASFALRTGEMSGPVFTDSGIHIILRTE
D2 antag: antagonists of human D2 dopamine receptor; 340,000 compounds, 2% hits; AID 485344; HEK293 TREx D2 cells, calcium flux, dopamine EC80; inhibition, % at 10 µM; P14416; in the data active = inhibition above about 30%; note: 0% is about no effect
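Measurement of antagonist activity uses fluorescent calcium dye in inducible HEK293 T-REx D2 cells: 10 s baseline, compound addition with 180 s read, EC80 dopamine addition with a further 180 s read.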
TRHR enhancer: allosterically enhances the human TRH receptor | P34981 | TRHR cells, fluo-8 calcium fluorescence, EC20 TRH enhancement | enhancement, % at 2 µM | 360,000 compounds, 0.66% hits; in the data active = enhancement above about 30%; note: 0% is about no effect
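Enhancer read-out: after compound pinning and an initial kinetic agonist-mode read, an EC20 of TRH (10 nM final) was injected and fluo-8 calcium signal (Ex 480/Em 530) followed at 1 s/cycle for 100 cycles in TRHR-expressing cells.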
TRHR agonist: activates the human TRH receptor | TRHR cells, calcium flux fluo-8, FDSS agonist mode | activation, % at 2 µM | 360,000 compounds, 0.18% hits; in the data active = activation above about 30%; note: 0% is about no effect
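TRHR-expressing cells, plated overnight in medium with 10% serum, were loaded with fluo-8 calcium dye at room temperature. After a 10 s baseline, library compound was pin-added and calcium release was recorded kinetically (ex 480/em 530) as agonist response.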
rTrxR1 inhibitor: inhibitors of rat thioredoxin reductase 1; recombinant rTrxR1, NADPH fluorescence consumption, selenite substrate; Potency, µM (series often up to 114 µM), inactives show top-dose activity change, negative = inhibition, actives largely listed as inhibitors; 390,000 compounds, 1% hits; note: potency is the fitted concentration of half-maximal effect; % is set by controls: 0 for no effect and ±100 for the full control effect; nearly all actives have a fitted effect of over 65% in size
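Rat TrxR1 (90 nM in the dispensed reagent) was pre-reduced with 400 uM NADPH for 5 min at room temperature, then incubated with compound for 15 min. After 400 uM selenite was added, NADPH fluorescence (Ex 340/Em 450 nm) was followed for 8 min.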
IDH1 R132H inh: blocks human mutant IDH1 R132H enzyme; O75874; IDH1-R132H enzyme, NADPH consumption, diaphorase/resazurin fluorescence; Potency, µM (doses to about 76.6 µM), for inactives: at the top dose activity change, negative = inhibition, most hits filed as inhibitors; 390,000 compounds, 0.093% hits; AID 602179; note: potency is the fitted concentration of half-maximal effect; % is set by controls: 0 for no effect and ±100 for the full control effect; nearly all actives have a fitted effect of over 65% in size
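IDH1-R132H (0.5 ug/mL) preincubated 30 min with compound, then NADPH (0.016 mM) and alpha-KG (2 mM) added; 80 min at RT, pH 7.5. Remaining NADPH coupled via diaphorase/resazurin to fluorescence (540/590 nm); concentration-response curves normalized to no-enzyme control.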
* hit, by the source's call; ? = inconclusive; · = not tested or not shown; [ ] = dose if it differs, or a comment. Unless noted, calls come from the whole dose curve; as a rule, active = well fitted inhibition curve with a large enough effect; inconclusive = small, poorly fitted or top-dose-only effect; inactive = no such curve, though single readings can be large or run the other way. Not all compounds are listed, so the mix of outcomes need not match the whole.

SMILES | TrxR1 substrate | USP1 inh | D2 agonist | Pin1 inh | D2 antag | TRHR enhancer | TRHR agonist | rTrxR1 inhibitor | IDH1 R132H inh
Clc1ccc(-c2c[n+](Cc3ccc(Cl)cc3Cl)c3n2CCCCC3)cc1 | 0% | -15% | 0.0 | 9% | -7 | -10 | 0.3 | 1% | -4%
CC(=O)C[C@H](O)CC(=O)[C@H]1OC(=O)[C@@H](C)CCCCc2ccccc21 | 3% | -20% | · | -2% | · | · | · | 12% | -2%
Cc1ccc(NC(=O)c2ncn(CCCNCCCN3CCCC3=O)n2)cc1C | 14% | -27% | · | -1% | · | · | · | 9% | 4%[38.3 µM]
CCOC(=O)c1cccc(NC(=O)CN(c2ccc(C)cc2)S(=O)(=O)c2c(C)noc2C)c1 | -8% | -12% | -0.2 | 20% | -3 | 2 | -0.4 | 6% | 7%
Nc1ccccc1S(=O)(=O)c1ccccc1N | 6% | -4% | -0.3 | -7% | 11 | -1 | 0.2 | 18% | -2%
CC(C)CN(CC(C)C)C(=O)Nc1cccc([N+](=O)[O-])c1 | 4% | -22% | -0.3 | -8% | -18 | 2 | -1.0 | 10% | 0%
COc1ccc(-c2cn(-c3ccccc3)c(=S)[nH]2)cc1OC | 0% | -3% | 0.7 | -1% | 17 | -7 | -0.1 | ? | -3%
COc1ccc(-c2nnc(SCC(=O)NC(=O)NCc3ccco3)o2)cc1 | -3% | -2% | -1.6 | -1% | 7 | 4 | -0.5 | -1% | -5%
C/C(N)=C(/C#N)C(=O)COC(=O)C1CSC2(c3ccc(F)cc3)CCC(=O)N12 (stereo not given) | 12% | -14% | 1.1 | -12% | -8 | 0 | 1.5 | 19% | 0%
Cc1ccc(Nc2nc3c(S(=O)(=O)c4ccccc4)nnn3c3ccsc23)c(C)c1 | 13% | ? | -0.4 | 2% | · | -4 | -0.7 | 29% | -10%
Cc1cc(NC(=O)CN2CCN(c3cccc(Cl)c3)CC2)no1 | 17%[57.1 µM] | -16% | 1.0 | 1% | 9 | -2 | 0.0 | 39%[activator][57.1 µM] | 2%
COCCN(C(=O)CSc1nnc(-c2cccs2)n1N)c1c(N)n(Cc2ccccc2)c(=O)[nH]c1=O | 6% | -10% | 0.1 | -5% | -18 | 17 | 0.2 | 9% | 5%

Entries of single compounds, quoted from the list. Order of values: TrxR1 substrate	USP1 inh	D2 agonist	Pin1 inh	D2 antag	TRHR enhancer	TRHR agonist	rTrxR1 inhibitor	IDH1 R132H inh
`COCCN(C(=O)CSc1nnc(-c2cccs2)n1N)c1c(N)n(Cc2ccccc2)c(=O)[nH]c1=O` is listed with 6%	-10%	0.1	-5%	-18	17	0.2	9%	5%
`Clc1ccc(-c2c[n+](Cc3ccc(Cl)cc3Cl)c3n2CCCCC3)cc1` is listed with 0%	-15%	0.0	9%	-7	-10	0.3	1%	-4%
`COc1ccc(-c2nnc(SCC(=O)NC(=O)NCc3ccco3)o2)cc1` is listed with -3%	-2%	-1.6	-1%	7	4	-0.5	-1%	-5%
`COc1ccc(-c2cn(-c3ccccc3)c(=S)[nH]2)cc1OC` is listed with 0%	-3%	0.7	-1%	17	-7	-0.1	?	-3%

More structures follow.
SMILES | TrxR1 substrate | USP1 inh | D2 agonist | Pin1 inh | D2 antag | TRHR enhancer | TRHR agonist | rTrxR1 inhibitor | IDH1 R132H inh
COc1ccc(-c2ccc(SCC(=O)c3ccccc3)nn2)cc1OC | 0% | -23% | -0.3 | 22% | -2 | -6 | -1.5 | 11% | -1%
Cc1ccc(N(O)C(=O)NCCCCNC(=O)N(O)c2ccc(C)cc2)cc1 | 0% | -29% | 0.4 | -7% | 11 | -7 | -0.4 | -20% | 0%
Cc1ccc(N2C(=O)NC(C(F)(F)F)(C(F)(F)F)C3=C2CC(C)(C)CC3=O)cc1 | -8% | -11% | 0.0 | -3% | 19 | 3 | 0.4 | -4% | 8%
C[C@H](CO)N1C[C@H](C)[C@@H](CN(C)CC2CCCCC2)Oc2c(NS(=O)(=O)c3ccc(F)cc3)cccc2C1=O | 2%[57.1 µM] | ? | · | 0% | · | · | · | -14%[57.1 µM] | -10%
Cc1cccc(C(=O)N2CCN=C2SCc2ccc([N+](=O)[O-])cc2)c1 | 5%[57.1 µM] | -2% | · | 0% | · | 1 | 0.2 | 32%[57.1 µM] | 4%
Cc1ccc(C(=O)c2ccccc2C(=O)OCC(=O)N2CC(C)CC(C)C2)cc1 (stereo not given) | -3% | -29% | -0.8 | -9% | 15 | -9 | 0.7 | 20% | 2%
O=C(c1ccc2c(c1)OCO2)C1CCCN(Cc2cn[nH]c2-c2ccccc2)C1 (stereo not given) | -3% | -15% | -0.3 | 1% | -23 | 8 | 0.5 | -9% | 15%
CCN1CCN(C(CNS(=O)(=O)c2ccc(Br)cc2)c2cccnc2)CC1 (stereo not given) | 5% | -16% | -1.1 | 2% | 3 | -3 | 0.6 | 14% | 1%
O=C(CSc1ncnc2c1oc1ccccc12)Nc1cccc(Cl)c1 | 13% | 1% | -0.8 | 4% | -9 | 16 | -0.4 | -5% | -1%
C=CCC(NCc1ccccc1)c1ccco1 (stereo not given) | -10% | 4% | 0.1 | 1% | -13 | 3 | -0.3 | -27% | 0%
O=C1C2C3C=CC(CC3)C2C(=O)N1c1ccccc1 (stereo not given) | 1% | -13% | -0.3 | 1% | 9 | -5 | 0.1 | 9% | 4%
CC(C)(C)c1ccc(NC(=O)C2=CC=CN3CCS(=O)(=O)N=C23)cc1 | -3% | -5% | 0.6 | -8% | -5 | 6 | 0.2 | 19% | -10%
O=C1CN=C(Nc2ccccc2Cl)N1Cc1ccc2c(c1)OCO2 | -9% | -17% | -0.3 | 0% | 6 | 8 | -0.6 | -8% | 4%
CCSC1=C(C#N)C(c2ccccc2C)CC(=O)N1 (stereo not given) | -1% | -14% | -0.1 | -1% | -18 | 3 | -0.3 | 9% | 5%
O=C(c1ccccc1)N1CCN(C(=O)c2nn3c(C(F)(F)F)cc(-c4ccco4)nc3c2Cl)CC1 | -10% | -12% | 0.9 | 4% | 0 | 4 | -0.6 | -17% | -6%
CCN(CC)S(=O)(=O)c1cccc(C(=O)Nc2sc3c(c2C(N)=O)CCCC3)c1 | 18% | 2% | -1.9 | -8% | -8 | -9 | 0.0 | 29% | 4%
CCOC(=O)C1CCCN(C(=O)c2ccc(NS(=O)(=O)c3ccc4[nH]c(=O)[nH]c4c3)cc2)C1 (stereo not given) | -8%[57.1 µM] | 0% | 0.9 | -4% | 26 | -4 | 1.7 | 18% | 6%
Cc1cc(C(=O)NCC(=O)Nc2c(C)cccc2C)c2ccccc2n1 | -1% | -7% | 0.8 | 0% | -23 | 1 | -0.4 | 27% | -10%
COc1cccc(C2C3=C(Nc4[nH]n(-c5ccccc5)c(=O)c42)c2ccccc2C3=O)c1 (stereo not given) | · | · | -1.5 | · | -8 | 0 | 0.0 | · | ·
CCC1CCCCN1c1nc(-c2cccc(OC)c2O)nc2ccccc12 (stereo not given) | 4%[11.4 µM] | -14% | 3.9 | -2% | 0 | 0 | -0.6 | -2%[11.4 µM] | 1%
CC1=CC(C)(C)N2C(=O)C3(N=C(N)NC(Nc4ccccc4)=N3)c3cc(C)cc1c32 (stereo not given) | 11%[57.1 µM] | -17% | 0.9 | 3% | -7 | -5 | 0.3 | 18%[57.1 µM] | 0%
Cc1ccc(C(=O)N2CCN(c3ncccn3)CC2)c(C)c1 | -1% | -9% | -0.2 | -5% | 0 | 5 | 1.1 | 4% | 19%
Cc1ccc2c(c1)C(=O)c1ccccc1CS2=O (stereo not given) | 3% | -2% | · | 0% | · | -2 | 0.0 | 7% | -1%
Cc1ccc2c(c1)[C@@H]1CN(C)CC[C@@H]1N2S(=O)(=O)c1ccc(F)cc1 | -21%[57.1 µM] | -25% | 0.1 | -4% | 18 | -4 | 0.5 | -2%[57.1 µM] | 2%
Cc1ccc(Cn2cccc2/C=N/NC(=S)Nc2ccc(C)cc2)cc1 | -6% | -8% | -0.1 | 3% | -9 | 5 | 0.1 | 11%[57.1 µM] | 12%
Cc1ccc(C2C(C#N)=C(N)SC(N)=C2C#N)cc1 | -6% | ? | 4.6 | ? | 0 | 2 | 8.8 | ? | -1%
Cc1ccc(OCCC(=O)OC(C)C(=O)Nc2c(C)n(C)n(-c3ccccc3)c2=O)cc1 (stereo not given) | -14% | -5% | -0.1 | 0% | 7 | -9 | 0.1 | -11% | 4%
COCCNc1cc(C)c(C#N)c2nc3ccccc3n12 | 457%[activator] | -4% | -0.2 | 1% | -2 | -18 | 0.2 | ? | 9%
COc1cccc(CN2C(=O)C3(SCC(=O)N3c3ccc(C(C)C)cc3)c3ccccc32)c1 (stereo not given) | 1% | -24% | -0.3 | 4% | · | -2 | 0.2 | 33% | -12%
O=C(NCCCn1ccnc1)c1ccccc1NS(=O)(=O)c1ccc(F)c(F)c1 | -1% | -5% | -1.1 | -15% | 9 | -1 | -0.5 | 11% | 2%
CCN(CC)CCCNc1cc2n(c(=O)n1)CCc1cc(OC)c(OC)cc1-2 | 93%[activator] | -18% | -0.3 | ? | 14 | 0 | 0.7 | -15% | 5%
Cc1ccc(C)c(OC(=O)CSc2nnc(CNC(=O)c3ccccc3)o2)c1 | -4% | 2% | 4.4 | -5% | · | 3 | -0.6 | 6% | 10%
Cc1ccc(NC(=O)COC(=O)CCNS(=O)(=O)c2c(Cl)cccc2Cl)cc1 | -4%[2.29 µM] | -6% | · | 11% | · | · | · | -3%[2.29 µM] | 1%
CCOC(=O)Nc1ccc([N+](=O)[O-])cc1C | -15% | -13% | -0.8 | -9% | 3 | 5 | 0.1 | -14% | 0%
COc1cccc(C(=O)Nc2ccc(-c3nc4ccccc4s3)cc2Cl)c1 | -3%[57.1 µM] | -5% | -0.5 | 12% | · | 11 | 1.3 | -4%[57.1 µM] | ·
O=C(CSc1nc2c([nH]c3ccccc32)c(=O)n1-c1ccccc1)N1CCCCCC1 | 3%[57.1 µM] | -13% | 0.7 | 23% | · | 9 | 0.7 | 30%[57.1 µM] | -13%

Compound activity from PubChem.
